Bioassay records as filed in PubChem BioAssay.
PREPL inhibitor – inhibits the human prolyl oligopeptidase-like enzyme; recombinant PREPL, fluorescence polarization activity-based probe; Q4J6C6; 320,000 compounds, 0.68% hits; inhibition, % at 5.96 µM; AID 2751; in the data active = inhibition above about 43%;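 also: 0% = enzyme with DMSO and 100% = wells lacking enzyme; many of its hits are not listed in these tables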
pPAFAH inh – pPAFAH (human) enzyme inhibition; Q13093; recombinant pPAFAH, FP-rhodamine probe fluorescence polarization; inhibition, % at 3.39 µM; 330,000 compounds, 1.5% hits; AID 463082;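 active = inhibition above the mean inhibition across the screen plus 3 SD, cut at about 25% in these data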;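 also: inhibitors block binding of the rhodamine activity-based probe so polarization drops; 0% = enzyme with DMSO and 100% = wells lacking pPAFAH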
PAFAH2 FP inh – PAFAH2 (human) inhibition; Q99487; recombinant PAFAH2, FP-rhodamine activity probe, fluorescence polarization; inhibition, % at 3.39 µM; 340,000 compounds, 0.99% hits; AID 492956;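 active = inhibition above the mean over all tested compounds plus 3 SD, cut at about 30% in these data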;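 also: inhibitors block probe labeling of enzyme so polarization drops; 0% = enzyme with DMSO and 100% = wells lacking PAFAH2 protein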
PAD4 inh – PAD4 (human) enzyme inhibition | Q9UM07 | recombinant PAD4, RCA probe fluorescence polarization | inhibition, % at 6.36 µM | 330,000 compounds, 0.41% hits;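 active = percent inhibition above a cutoff equal to the mean of all tested compounds plus 3 SD, cut at about 15% in these data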;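 also: 0% = PAD4 with RCA probe and DMSO and 100% = probe without PAD4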
LYPLA1 counter – LYPLA1 (human) inhibition in PME1 counter-screen; O75608; recombinant LYPLA1, FP-Rh probe fluorescence polarization; inhibition, % at 5.9 µM; 320,000 compounds, 0.16% hits;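 active = inhibition above the mean of all tested compounds plus 3 SD, set per campaign, cut at about 14% in these data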;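 also: inhibitors block serine hydrolase probe labeling of LYPLA1 so polarization falls; 0% = enzyme with DMSO and 100% = wells lacking LYPLA1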
GSTO1 counter – blocks human GSTO1 in RBBP9 counter-screen. P78417. recombinant GSTO1, activity-based probe fluorescence polarization. inhibition, % at 5.96 µM. 300,000 compounds, 1.1% hits;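 active = inhibition above the campaign mean inhibition plus 3 SD, cut at about 35% in these data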;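 also: 0% = GSTO1-1 with DMSO and 100% = wells lacking GSTO1-1 enzyme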
Target sequence (P78417 whole entry, looked up): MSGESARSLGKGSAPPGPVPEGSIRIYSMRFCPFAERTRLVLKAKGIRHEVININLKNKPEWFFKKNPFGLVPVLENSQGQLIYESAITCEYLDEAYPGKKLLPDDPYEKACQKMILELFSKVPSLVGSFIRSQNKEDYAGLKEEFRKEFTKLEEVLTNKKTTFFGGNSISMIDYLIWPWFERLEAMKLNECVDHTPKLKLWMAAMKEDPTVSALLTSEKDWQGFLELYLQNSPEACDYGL
PAFAH1B3 FP inh – PAFAH1B3 (human) inhibition | Q15102 | recombinant PAFAH1B3, FP-rhodamine probe, fluorescence polarization | inhibition, % at 3.39 µM | 340,000 compounds, 0.28% hits | AID 492972;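 active = inhibition above the screen-wide average of all tested compounds plus 3 SD, cut at about 25% in these data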;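 also: 0% = enzyme with DMSO only and 100% = wells lacking PAFAH1B3 protein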
Target sequence (Q15102 whole entry, looked up): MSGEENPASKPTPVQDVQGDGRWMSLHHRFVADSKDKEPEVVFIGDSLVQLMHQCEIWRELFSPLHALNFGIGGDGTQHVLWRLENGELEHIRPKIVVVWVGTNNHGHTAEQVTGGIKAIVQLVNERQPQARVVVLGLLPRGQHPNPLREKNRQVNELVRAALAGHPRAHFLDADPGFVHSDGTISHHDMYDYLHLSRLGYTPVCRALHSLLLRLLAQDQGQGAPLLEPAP
LYPLA2 inh – counter-screen for PME1 inhibitors: inhibitors of human LYPLA2; O95372; recombinant LYPLA2, FP-Rh probe fluorescence polarization; inhibition, % at 5.9 µM; 320,000 compounds, 0.38% hits; AID 2177;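 active = inhibition above the screen-wide mean plus 3 SD, limit set per campaign, cut at about 26% in these data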;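 also: 0% = LYPLA2 with DMSO and 100% = wells lacking LYPLA2 enzyme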
Target sequence (O95372 whole entry, looked up): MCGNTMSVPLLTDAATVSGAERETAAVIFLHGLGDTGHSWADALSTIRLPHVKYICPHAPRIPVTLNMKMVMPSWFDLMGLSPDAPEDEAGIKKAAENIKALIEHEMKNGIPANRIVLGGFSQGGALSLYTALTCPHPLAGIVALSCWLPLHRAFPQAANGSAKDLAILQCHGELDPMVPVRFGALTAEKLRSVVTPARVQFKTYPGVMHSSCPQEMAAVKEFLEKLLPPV
PAFAH1B2 inh – inhibitors of human PAFAH1B2; P68402; recombinant PAFAH1B2, FP-rhodamine activity probe, fluorescence polarization; inhibition, % at 3.39 µM; 340,000 compounds, 1.2% hits;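 active = inhibition above the mean of all tested compounds plus 3 SD, cut at about 24% in these data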;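 also: 0% = enzyme with DMSO and 100% = wells lacking PAFAH1B2; many of its hits are not listed in these tables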
Target sequence (P68402 whole entry, looked up): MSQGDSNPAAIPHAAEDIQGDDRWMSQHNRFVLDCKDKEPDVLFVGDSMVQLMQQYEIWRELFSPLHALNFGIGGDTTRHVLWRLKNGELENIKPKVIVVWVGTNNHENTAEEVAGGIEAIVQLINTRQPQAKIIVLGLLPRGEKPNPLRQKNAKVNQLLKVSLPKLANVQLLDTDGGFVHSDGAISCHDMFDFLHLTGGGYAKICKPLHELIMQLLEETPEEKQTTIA
Numbers without * were called inactive; . = no result given.

SMILES	PREPL inhibitor	pPAFAH inh	PAFAH2 FP inh	PAD4 inh	LYPLA1 counter	GSTO1 counter	PAFAH1B3 FP inh	LYPLA2 inh	PAFAH1B2 inh
C/C(=N/NC(=O)c1ccc(O)cc1)c1cccc([N+](=O)[O-])c1	-6	-7	-4	-3	-1	-6	3	-11	0
COc1ccccc1C(CNc1nc(C(F)(F)F)nc2ccccc12)N(C)C (configuration not stated)	-12	8	1	2	-7	-1	7	0	-1
O=C(CCC1CCCC1)NCc1cccs1	1	7	1	1	-1	-7	8	1	-1
O=C(NCCc1ccc(F)cc1)c1cc([N+](=O)[O-])ccc1N1CCOCC1	21	-3	4	-1	-2	3	3	0	10
CC(C)CCNC(=O)C1CC(c2ccc(C(F)(F)F)cc2)=NO1 (configuration not stated)	13	2	-10	-1	-3	-1	15	4	5
Cc1cc(NC2CCCCC2)nc(NCc2ccccc2)n1	10	4	-2	1	-1	0	4	3	3
CCC(C)Oc1cccc(C(=O)Nc2ccccc2N2CCOCC2)c1 (configuration not stated)	10	11	4	-1	-2	-4	5	-4	4
CCc1ccc(C(=O)CN(C#N)c2nc(C)cc(C)n2)cc1	30	4	4	3	-4	-21	7	-5	5
Cc1ccsc1/C=N/NC(=O)c1nnn(-c2nonc2N)c1CSc1ccccc1	-4	2	0	0	0	-32	4	2	-2
O=C1c2ccccc2S(=O)(=O)c2cc(N3CCOCC3)ccc21	6	7	-4	-3	-1	-4	2	-2	4
CN(CC(=O)NC1CCCCC1)S(=O)(=O)c1cccc2cccnc12	-5	15	-1	-6	-8	3	0	-13	1
O=C(OCCN1C(=O)c2ccccc2C1=O)c1cccc(OC(F)F)c1	24	5	-4	-6	0	1	9	-1	3
CCOc1ccccc1NC(=O)CCc1c(C)nn(-c2ccc(N3CCCCC3)nn2)c1C	15	1	2	4	0	1	3	4	1
CCc1ccc(NS(=O)(=O)c2cc(OC)ccc2OC)cc1	-13	23	2	-4	1	-4	9	-7	-2
Cc1cc(C)c2c(-n3cccc3)c(C(=O)O)sc2n1	11	2	4	-6	3	-1	-5	3	4
CCN(CC(=O)Nc1ccc(OC)cc1)C(=O)c1cc([N+](=O)[O-])ccc1N1CCOCC1	20	7	-4	-2	0	9	2	1	5
CC1CC(C)(C)NC(=S)N1CCCC(=O)NCCc1ccc(Cl)cc1 (configuration not stated)	32	4	3	-6	-3	2	-1	-2	13
CCOc1ccccc1N1CCN(S(=O)(=O)c2cccs2)CC1	-4	1	8	-4	1	-6	4	10	3
CC1(C)CC(NC(=O)C(F)(F)F)CC(C)(C)N1OC(=O)c1ccco1	3	-9	-9	-3	-1	6	15	-3	-3
OCCC1CN(Cc2nc3ccccc3s2)CCN1C1CCCC1 (configuration not stated)	16	0	-4	6	5	13	8	10	2
CN(C)c1ccc(/C=N/NC(=O)CNC(=O)c2ccc3c(c2)OCCO3)cc1	4	7	4	0	-3	9	5	-7	-2
CCOc1cc(C(=O)NCc2ccc(C)cc2)ccc1OCC(=O)N1CCOCC1	11	3	12	-2	2	0	6	-6	1
CC(C)(C)OC(=O)NCCCC[C@H](NC(=O)c1nc[nH]c1C(=O)NCc1ccccc1)C(=O)OC(C)(C)C	7	19	-3	7	-7	-4	2	-8	3
CCc1noc(C)c1C(=O)N1CC(C)SC1=Nc1ccc(Cl)cc1 (configuration not stated)	10	-3	-3	-2	-5	.	-6	-2	0
CCOC(=O)N1CCC(NC(=O)c2cc3c(-c4ccccc4F)nn(C)c3s2)CC1	-5	3	1	-2	-11	-4	1	-6	3
N#Cc1nc(Cc2cccc3ccccc23)oc1NCC1CCCO1 (configuration not stated)	21	7	7	-1	-5	6	6	-3	6
Cc1ccc(Cl)cc1N1CCN(C(=O)C2CCN(S(=O)(=O)c3c(C)nn(C)c3C)CC2)CC1	8	-3	6	1	-2	7	3	-5	7
CN(C(=O)COc1ccccc1C(=O)NCCOc1ccccc1)c1ccccc1	2	2	6	-4	-5	-3	7	-1	1
O=C(C#Cc1ccccc1)c1ccco1	3	2	0	5	3	6	10	7	7
COCc1c(C(=O)N2CCN(c3ccc(C(F)(F)F)cn3)CC2)oc2ccccc12	0	7	3	-3	2	-4	-3	3	-1
Cc1cc(C)n2nc(C(=O)N3CCCC(Nc4ccc(C(C)C)cc4)C3)cc2n1 (configuration not stated)	6	5	-6	-3	3	-4	5	1	1
Cc1ccc(NC(=O)CCC(=O)NNC(=O)Nc2cccc(Cl)c2)c(C)c1	-5	2	5	-4	-2	-15	-6	-5	-1
Cc1ccc(S(=O)(=O)NCCNC(=O)N2CCOCC2)cc1	3	0	5	-8	-2	0	0	-4	0
COC(=O)c1cn(NC(=O)Cc2ccccc2OC)c(=O)c2ccccc12	-9	2	-1	-1	-2	-4	4	-3	-2
CCOC(=O)[C@@H]1[C@H]2COc3cc(OC)ccc3[C@@H]2N2C(=O)N(c3ccc(F)cc3)C(=O)[C@@]12C	-56	-6	-8	1	.	.	-1	.	2
CNC(=O)NC1CCCc2ccccc21 (configuration not stated)	-7	5	0	3	-2	-2	4	0	2
CCN(CC)CCn1c2c(c(SCC(=O)Nc3cc(C)on3)nc1=O)CCCC2	-5	0	0	2	-1	-4	4	1	2
N=c1nc(SCCC(=O)O)ss1	21	3	1	-2	3	-1	7	6	1
CC(O)CNc1nc(Cl)c(C#N)s1 (configuration not stated)	2	5	0	-1	-1	5	1	-7	-5
COCCCC1CCN(C(=O)CCc2nnc(CCCCc3ccccc3)o2)CC1	19	2	4	-3	17*	11	7	8	2
COc1ccc(-n2nc3c(c2NC(=O)C(C)Oc2ccccc2)CS(=O)(=O)C3)cc1 (configuration not stated)	-8	4	-6	-2	-1	-2	7	1	1
O=c1ccnc(NCCc2ccccc2)[nH]1	7	4	5	1	4	0	8	1	-2
O=C(NNc1ccccc1C(F)(F)F)c1sccc1Br	5	-8	-1	0	-3	3	13	-9	-2
CCCCC(=O)Nc1ccccc1CC	-5	5	1	5	4	8	-3	1	0
CCc1cccc(CC)c1NC(=O)C1SC(=Nc2ccccc2C)C(c2nc3ccccc3s2)=C1N (configuration not stated)	-16	-6	-38	-6	-31	-22	-17	-42	-21
CCc1ccc(OCC(=O)Nc2ccncc2)cc1	-8	-1	0	0	3	1	11	3	-1
CN1C=CC=C/C1=C1\SC(=S)N(Cc2ccccc2)C1=O	7	3	9	1	-1	4	5	6	7
NC(=O)C1CCN(C2=C(NS(=O)(=O)c3ccc(Cl)cc3)C(=O)c3ccccc3C2=O)CC1	14	3	5	-14	2	27	5	10	8
O=C(N/N=C/c1ccc(C(F)(F)F)cc1)c1ccncc1	4	6	-6	-4	-1	-3	1	1	2
CC(=O)Nc1ccc(Nc2nc(C)c([N+](=O)[O-])c(N(C)c3ccccc3)n2)cc1	9	4	5	1	0	2	23	-4	7
CC1Cc2cc(/C=C3/SC(=S)N(C)C3=O)ccc2O1 (configuration not stated)	11	4	.	2	4	1	.	4	.
CCCc1cc(=O)[nH]c(-n2[nH]c3c(c2=O)CCCC3)n1	5	10	13	-5	-3	14	4	12	2
O=C(CN(Cc1cccs1)C(=O)CNS(=O)(=O)c1ccccc1)NC1CCCC1	5	2	27	-8	-6	5	11	-5	8
CC(C)c1cc(C(=O)N/N=C/c2ccoc2)c(O)c(C(C)C)c1	15	8	7	0	-3	12	1	-2	6
Cn1nccc1C(=O)N1CCN(c2ccccc2F)CC1	3	7	0	-2	4	0	0	7	2
CCCN(CC(=O)Nc1cc(Cl)ccc1Cl)C(=O)c1ccc2n[nH]nc2c1	14	1	7	-10	0	.	10	3	6
Cc1ccc(-c2cc(-c3ccccc3)no2)cc1	-2	-2	3	-1	0	10	2	-4	-10
CC(C)CC(NC(=O)c1ccccc1)C(=O)OCC(=O)Nc1ccc(Br)cn1 (configuration not stated)	1	-2	2	1	1	4	4	1	4
COc1ccc(/C=N/NC(=O)Nc2cccc3nsnc23)cc1	-1	0	-6	1	10	0	9	9	0
CC(C)CC(NC(=O)C1CCC(C)CC1)C(=O)N1CCN(c2ccccn2)CC1 (configuration not stated)	-17	4	0	-3	0	-3	8	-2	4

(more compounds)
SMILES	PREPL inhibitor	pPAFAH inh	PAFAH2 FP inh	PAD4 inh	LYPLA1 counter	GSTO1 counter	PAFAH1B3 FP inh	LYPLA2 inh	PAFAH1B2 inh
Cc1cc(C(=O)COC(=O)C2COc3ccccc3O2)c(C)n1CC1CCCO1 (configuration not stated)	21	6	9	-1	3	4	-8	5	-1
CN(C)S(=O)(=O)c1ccc(NC(=O)CSc2n[nH]c(=O)n2C2CC2)cc1	-1	4	5	0	-1	3	1	1	0
CCc1cc(C(c2cccc(OC)c2)N2CCOCC2)c(NC(=O)c2ccccc2)s1 (configuration not stated)	10	4	0	-4	-3	-11	3	0	2
CC(=O)/C(C(=N)N1CCN(C(c2ccccc2)c2ccccc2)CC1)=C(\C)O	6	-5	-4	2	5	-1	-5	3	5
Cc1ccc(SCC(=O)OCC(=O)NCc2ccco2)cc1	16	21	5	-1	-1	.	-4	1	22
CCCCN(C(=O)c1ccc2c(c1)OCCO2)c1c(N)n(CCCC)c(=O)[nH]c1=O	-13	3	2	-4	6	1	8	-2	0
CNC(=O)CNC(=O)Nc1ccc(C)cc1	4	0	-2	-1	-1	1	0	-1	-1
O=C(OCc1nc2scc(-c3ccccc3)c2c(=O)[nH]1)c1cc(Cl)ccc1[N+](=O)[O-]	-13	8	-2	-4	-9	3	4	-4	8
COc1ccc(C(=O)C2CCCN(C(=O)c3cc(C)nc(C)n3)C2)cc1OC (configuration not stated)	-10	8	2	-2	3	7	5	8	3
C[N+](C)(C)CCOP(=O)([O-])OC[C@H](O)CO	1	-6	4	1	-1	-1	7	-2	-1
CSc1nc(-c2ccco2)nn1S(C)(=O)=O	-3	2	-2	1	-1	5	8	3	11
O=C(NOC(=O)c1ccccc1Cl)c1cccs1	7	4	4	2	0	5	-3	6	2
O=C(Cc1n[nH]c(=O)c2ccccc12)Nc1ccc(-c2nnc3n2CCCCC3)cc1	-4	1	3	-2	0	3	7	8	1
COc1ccc2[nH]c(C)c(-c3csc(N)n3)c2c1	13	7	-5	-12	-2	3	10	1	7
COCCNC(=O)c1ccc2c3n(nc2c1)-c1ccc(C)cc1CO3	4	6	-4	-6	0	-8	15	-4	3
Cc1csc(SCC(=O)Nc2cccc(S(=O)(=O)N3CCOCC3)c2)n1	-8	2	-5	-3	-2	4	8	-6	0

A portion taken from the entries so far, as a working copy:
SMILES	PREPL inhibitor	pPAFAH inh	PAFAH2 FP inh	PAD4 inh	LYPLA1 counter	GSTO1 counter	PAFAH1B3 FP inh	LYPLA2 inh	PAFAH1B2 inh
CSc1nc(-c2ccco2)nn1S(C)(=O)=O	-3	2	-2	1	-1	5	8	3	11
O=C(NOC(=O)c1ccccc1Cl)c1cccs1	7	4	4	2	0	5	-3	6	2
O=C(Cc1n[nH]c(=O)c2ccccc12)Nc1ccc(-c2nnc3n2CCCCC3)cc1	-4	1	3	-2	0	3	7	8	1
COc1ccc2[nH]c(C)c(-c3csc(N)n3)c2c1	13	7	-5	-12	-2	3	10	1	7
COCCNC(=O)c1ccc2c3n(nc2c1)-c1ccc(C)cc1CO3	4	6	-4	-6	0	-8	15	-4	3
Cc1csc(SCC(=O)Nc2cccc(S(=O)(=O)N3CCOCC3)c2)n1	-8	2	-5	-3	-2	4	8	-6	0

Some of the compounds tested, so the mix of outcomes need not match the whole.
